Screening data deposited in PubChem by National Center for Advancing Translational Sciences (NCATS).
JMJD2A Tudor – qHTS Assay for Inhibitors of JMJD2A-Tudor Domain. Lysine-specific demethylase 4A (Homo sapiens), O75164. AlphaScreen JMJD2A-Tudor / H3K4me3 peptide binding. Potency, µM (titrated, usually from 114 µM), for inactives: top-dose activity change, negative = inhibition, hits mostly inhibitors. hit rate 4.4% among 390,000; also: % is scaled to controls: 0 for no effect and ±100 for the full control effect; nearly all actives have a fitted effect of over 50% in size
HP1b binding inh – HTS for Inhibitors of HP1-beta Chromodomain Interactions with Methylated Histone Tails | Chromobox protein homolog 1 (Homo sapiens), P83916 | AlphaScreen HP1-beta / biotin-H3K9me3 peptide binding | Potency, µM (titrated, usually from 114 µM), without a hit: at the top dose activity change, negative = inhibition, most hits filed as inhibitors | hit rate 0.56% among 390,000; also: nearly all actives have a fitted effect of over 70% in size; inactives centre near 23
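HP1-beta protein (50 nM final) preincubated 30 min at room temperature with biotinylated H3(1-18)K9me3 peptide (50 nM) in PBS pH 7.4, 0.01% Tween-20, then compound added for 30 min. AlphaScreen streptavidin donor/nickel chelate acceptor beads (10 ug/mL final), 30 min dark, luminescence read.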
Tb PGK inh – qHTS Assay to Find Inhibitors of Phosphoglycerate Kinase | PGK/GAPDH coupled, Kinase-Glo luminescence, 60 min | hit rate 0.043% among 380,000 | Potency, µM (top dose mostly 57.5 µM), inactives show top-dose activity change, negative = inhibition, usual class: inhibitors | Phosphoglycerate kinase, glycosomal (Trypanosoma brucei brucei), P07378; also: % is scaled to controls: 0 for no effect and ±100 for the full control effect; nearly all actives have a fitted effect of over 60% in size
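Recombinant glycosomal PGK reaction used 1,3-bisphosphoglycerate generated in-well by GAPDH (100nM final) in 100mM TEA pH 7.6, 5mM MgCl2, 0.01% Tween-20. After 60 minutes at room temperature, ATP was read by Kinase-Glo Plus luminescence end-point.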
ALOX12 inh – Primary qHTS assay for inhibitors of human arachidonate 12S-lipoxygenase (ALOX12): Round 2 | Polyunsaturated fatty acid lipoxygenase ALOX12 (Homo sapiens), P18054 | purified 12hLO, xylenol orange hydroperoxide absorbance | Potency, µM (series often up to 108 µM), without a hit: top-dose activity change, negative = inhibition, usual class: inhibitors | hit rate 1.1% among 580,000; also: % is scaled to controls: 0 for no effect and ±100 for the full control effect
Target sequence (P18054 whole entry, looked up): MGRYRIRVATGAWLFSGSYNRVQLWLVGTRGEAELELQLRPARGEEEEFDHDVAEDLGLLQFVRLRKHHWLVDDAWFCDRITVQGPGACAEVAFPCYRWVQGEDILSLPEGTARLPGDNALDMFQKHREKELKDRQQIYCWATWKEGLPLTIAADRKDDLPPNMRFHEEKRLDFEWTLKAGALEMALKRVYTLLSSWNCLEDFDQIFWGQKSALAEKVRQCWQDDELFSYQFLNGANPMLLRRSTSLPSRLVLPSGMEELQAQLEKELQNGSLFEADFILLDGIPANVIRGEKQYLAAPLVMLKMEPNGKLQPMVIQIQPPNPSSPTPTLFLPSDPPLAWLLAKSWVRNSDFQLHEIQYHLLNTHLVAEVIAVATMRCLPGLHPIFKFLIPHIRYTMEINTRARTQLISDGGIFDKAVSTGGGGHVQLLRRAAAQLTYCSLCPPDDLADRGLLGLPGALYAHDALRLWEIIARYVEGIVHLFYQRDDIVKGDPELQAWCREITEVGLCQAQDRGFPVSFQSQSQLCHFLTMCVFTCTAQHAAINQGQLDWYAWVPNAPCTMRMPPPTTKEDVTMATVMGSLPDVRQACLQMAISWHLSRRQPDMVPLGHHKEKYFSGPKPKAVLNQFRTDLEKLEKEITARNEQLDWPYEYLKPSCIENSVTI
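Purified human 12hLO at 150 nM in 25 mM Hepes, 0.01% Triton X-100, pH 7.0, preincubated 15 min at room temperature with compound. Reaction started with 40 uM arachidonic acid, 30 min at room temperature. Hydroperoxide measured by Fe-xylenol orange, 573/405 nm absorbance ratio.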
Pin1 inh – qHTS Assay to Find Inhibitors of Pin1; Pin1 FP peptide displacement, HiFluor488, 10 min; hit rate 0.009% among 390,000; Potency, µM (highest dose often 115 µM), for inactives: at the highest dose activity, negative = inhibition, most hits filed as inhibitors; Peptidyl-prolyl cis-trans isomerase NIMA-interacting 1 (Homo sapiens), Q13526; active = well fitted inhibition curve with a large enough effect in the polarisation, with a control signal flat, not every such curve was filed as active; inconclusive = small, poorly fitted or top-dose-only effect, or effect the other way, or a change in a side signal; inactive = no such curve, though single readings can be large or run the other way; the % refers to the polarisation; also: % is scaled to controls: 0 for no effect and ±100 for the full control effect
Target sequence (Q13526 whole entry, looked up): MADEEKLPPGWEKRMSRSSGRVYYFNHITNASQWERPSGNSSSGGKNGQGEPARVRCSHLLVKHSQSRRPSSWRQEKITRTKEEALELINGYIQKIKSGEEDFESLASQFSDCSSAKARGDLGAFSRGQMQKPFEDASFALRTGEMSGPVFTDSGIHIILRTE
TrxR1 inh – qHTS Assay for Inhibitors of Mammalian Selenoprotein Thioredoxin Reductase 1 (TrxR1): qHTS. Thioredoxin reductase 1, cytoplasmic (Rattus norvegicus), O89049. recombinant rTrxR1, NADPH fluorescence consumption, selenite substrate. Potency, µM (series often up to 114 µM), without a hit: top-dose activity change, negative = inhibition, hits mostly inhibitors. hit rate 1% among 390,000. AID 588453, 2011; also: % is scaled to controls: 0 for no effect and ±100 for the full control effect; nearly all actives have a fitted effect of over 65% in size
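Rat TrxR1 (90 nM in the dispensed reagent) was pre-reduced with 400 uM NADPH for 5 min at room temperature, then incubated with compound for 15 min. After 400 uM selenite was added, NADPH fluorescence (Ex 340/Em 450 nm) was followed for 8 min.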
ERG-DNA inh – qHTS for Small Molecule Inhibitors of the ERG Ets/DNA interaction. fluorescence polarization, His-ERG Ets domain / labelled DNA. Potency, µM (titrated, usually from 76.9 µM), inactives show top-dose FP activity, negative = inhibition, most hits filed as inhibitors. hit rate 0.028% among 370,000. AID 624246, 2012; active = well fitted inhibition curve with a large enough effect in the polarisation, with a control signal flat; inconclusive = small, poorly fitted or top-dose-only effect, or effect the other way, or a change in a side signal; inactive = no such curve, though single readings can be large or run the other way; the % refers to the polarisation;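 also: polarization taken with two DNA probes labelled with fluorescein and Texas red; % of control where 0% means no effect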
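His-tagged ERG Ets domain (1 uM in the protein solution; 300mM KCl, 50mM Tris-HCl, 1mM EDTA, 1mM DTT, pH 7.5) received compound, then a probe mix of 5 nM fluorescein-DNA and 100nM Texas-615-DNA. Fluorescence polarization was read for both dyes.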
RGS4 inh – Inhibitors of Regulator of G Protein Signaling (RGS) 4: qHTS | Transcreener GDP fluorescence polarization, RGS4-accelerated GTP hydrolysis | hit rate 0.039% among 390,000 | Potency, µM (highest dose often 114 µM), inactives show at the highest dose activity change, negative = inhibition, most hits filed as inhibitors | Regulator of G-protein signaling 4 (Homo sapiens), P49798; also: % is scaled to controls: 0 for no effect and ±100 for the full control effect; nearly all actives have a fitted effect of over 75% in size; some results filed as inactive show a strong effect at the top dose
Target sequence (P49798 whole entry, looked up): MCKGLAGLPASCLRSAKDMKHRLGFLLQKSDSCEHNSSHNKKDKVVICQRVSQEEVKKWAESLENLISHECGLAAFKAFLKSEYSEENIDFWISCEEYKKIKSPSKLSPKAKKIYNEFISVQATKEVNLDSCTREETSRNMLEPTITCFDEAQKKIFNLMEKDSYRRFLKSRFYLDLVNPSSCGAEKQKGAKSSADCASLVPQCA
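MLSMR compounds (23 nl, pin-transferred) preincubated 10 min at room temperature with a 500nM (2x) first reagent, then RGS4 at 900nM (2x) plus Transcreener GDP mix added; fluorescence polarization (620/688 nm) read before and after 90 min at 30 °C.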
GLS inhibitor – qHTS for Inhibitors of Glutaminase (GLS) | hit rate 0.21% among 410,000 | Potency, µM (highest dose often 45.5 µM), without a hit: at the top dose activity change, negative = inhibition, most hits filed as inhibitors | GLS enzymatic activity, qHTS titration | Glutaminase kidney isoform, mitochondrial (Homo sapiens), O94925 | AID 624170, 2012; also: % is scaled to controls: 0 for no effect and ±100 for the full control effect
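Read-out is an Amplex red fluorescence increase coupled through glutamate oxidase and HRP, measured before and after 30 min room-temperature incubation. hKGA is in 45 mM KH2PO4 (pH 8.2) with 0.02% Tween-20; glutamine added as 1mM solution.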
Active calls of the source: *; i = inactive; ? = inconclusive; . = not tested or not shown; [ ] = remark or other dose. Unless noted, calls follow the shape of the dose curve; as a rule, active = well fitted curve in the direction sought with a large enough effect; inconclusive = small, poorly fitted or top-dose-only effect, or another doubt; inactive = no such curve, though single readings can be large; an effect the other way counts as inactive or inconclusive. Potency is read from the fitted curve at half-maximal effect. Some of the compounds tested, so the mix of outcomes need not match the whole.

Second line of a record: JMJD2A Tudor	HP1b binding inh	Tb PGK inh	ALOX12 inh	Pin1 inh	TrxR1 inh	ERG-DNA inh	RGS4 inh	GLS inhibitor
- COC(=O)c1ccc(Cn2cc(Cl)cn2)o1
  -8%	18%	i	11%	-10%	13%[11.4 µM]	-13%	3%	4%
- COc1cc(C(=O)NC(=S)Nc2ccc(Cl)cn2)cc(OC)c1OC
  16µM*	-1%	-6%	4%	3%	30%	8%	-29%[56.9 µM]	32%[activator]
- COc1ccc(-c2nnc(SCc3nnc(-c4ccccc4)o3)n2C)cc1OC
  -11%	26%	6%	0%	0%	1%[57.1 µM]	0%	-16%	8%
- COc1cc(OC)c(OC)cc1/C=C1/C(=O)N=C(N)N1C
  -32%	20%	-1%	-10%	18%	-4%	9%	-102%[56.9 µM]	-4%
- CCCCC(NC(C)=O)c1nc2ccccc2n1CCCC (configuration not stated)
  -12%	24%	10%	-14%	-1%	13%	10%	16%	4%
- COc1ccccc1NS(=O)(=O)c1ccc(O)c(C(=O)OCC(=O)Nc2ccccc2F)c1
  -12%	42%[activator]	5%	1%	-1%	17%	3%	10%	10%
- CC(=O)c1c(C)nn(-c2ccccc2)c1C
  16%	33%	-6%	30%[activator]	1%	15%	-3%	-30%	3%
- COc1ccc([N+](=O)[O-])cc1NC(=S)Nc1ccccc1
  -22%	9%	-28%	?	-2%	-16%	2%	13%	8%
- O=C(CN1C(=O)NC(c2ccccc2)(c2ccccc2)C1=O)N1CCN(c2ccc(F)cc2)CC1
  -24%	15%	0%	-11%	11%	-12%	6%	-16%	11%
- Cc1cc(N/N=C/c2cccc(Br)c2)nc2ccccc12
  -16%	29%	4%	-19%	-1%	5%	0%	13%	19%
- CCOc1ccc2c(c1)C(c1ccccc1)=NNC(c1ccccc1)=N2
  -34%	11%	-4%	-7%	-2%	5%	-3%	-4%	-13%
- Nc1ccc2nn(-c3cc([N+](=O)[O-])ccc3O)nc2c1
  -12%	26%	-6%	2%	-2%	6%	-13%	-14%	3%
- COc1cc(C)ccc1OCCCCOc1ccccc1C(C)=O
  37%[activator]	74%[activator]	i	-5%	0%	6%	-2%	21%	-2%
- Cc1ccc(OCCNCC(O)COc2ccccc2)cc1 (configuration not stated)
  56µM*	-11%	-15%	?	-12%	35%	6%	1%	-5%
- COc1ccc(Cl)cc1N(CC(=O)NC1CC2CCC1C2)S(=O)(=O)c1ccccc1 (configuration not stated)
  -19%	29%	-5%	283%[activator]	-5%	27%	17%	9%	13%
- CCN1CCN(S(=O)(=O)c2cc3c(cc2Cl)NC(=O)CO3)CC1
  -18%	16%	0%	37%[activator]	16%	4%[57.1 µM]	5%	2%	0%
- Cc1nn(-c2ccccc2)c(Cl)c1C(=O)NC1CCCCC1
  -5%	22%	4%	-36%	-6%	31%[57.1 µM]	-4%	28%	0%
- CCOC(=O)c1c(C)c(C(=O)N2CCN(c3cccc(Cl)c3)CC2)c(C)n1C
  ?	-23%	-3%	-1%	1%	11%	-8%	-9%	1%
- COC(=O)c1cccc(/C=N/NC(N)=S)c1O
  ?	34%	-6%	-20%	10%	26%	-5%	-15%	21%
- CCN(Cc1ccccc1)S(=O)(=O)c1ccc2c(c1)NC(=O)CS2
  13%	43%[activator]	5%	-10%	1%	-8%	-6%	12%	13%
- O=C(NC1CCS(=O)(=O)C1)c1ccccc1C(=O)c1ccccc1 (configuration not stated)
  -9%	22%	-6%	-20%	-1%	-6%	0%	18%	2%
- COc1ccc(CCNC(=O)c2c(O)c3ccccc3[nH]c2=O)cc1OC
  2%	12%	6%	10%	4%	-3%	3%	-21%	-9%
- O=C(NCCCn1ccnc1)/C(=C/c1cccnc1)NC(=O)c1ccco1
  -17%	27%	-9%	135%[activator]	-6%	25%	12%	6%	10%
- Cn1c(N2CCN(c3ccccn3)CC2)nc2c1c(=O)n(Cc1ccc(Cl)cc1)c(=O)n2C
  ?	-11%	-3%	0%	-6%	7%[57.1 µM]	11%	-4%	?
- Cc1ccc(C(=O)Nc2nncs2)cc1S(=O)(=O)N1CCOCC1
  -14%	40%[activator]	4%	-4%	1%	15%[57.1 µM]	-4%	22%	4%
- Cc1ccc(N2CC(C(=O)Nc3nc4ccc(S(C)(=O)=O)cc4s3)CC2=O)cc1C (configuration not stated)
  -28%	?	3%	5%	-1%	18%	7%	-11%	0%
- CCOc1cc(C(=S)N2CCOCC2)cc(Br)c1OS(=O)(=O)c1ccccc1
  -16%	1%	-7%	-16%	5%	-24%	1%	-32%	-5%
- CCOCc1nnc(NC(=O)CSc2ccc(C)cc2)s1
  -15%[57.1 µM]	35%	i	0%	-1%	9%	0%	-1%[56.9 µM]	3%
- CCOc1ccccc1C(=O)Oc1c(Sc2ccccc2)c(C)nn1C(C)(C)C
  -2%	57%[activator]	3%	?	0%	15%	4%	8%	-5%
- O=C(CCc1nnc(CCc2ccccc2)o1)N1CCCCC1CCn1cccn1 (configuration not stated)
  -17%	8%	.	-3%	1%	18%	9%	?	1%
- Cc1c(CC(=O)O)c(=O)oc2cc(OCc3ccc(F)cc3F)ccc12
  -15%	12%	0%	0%	-3%	?	1%	-1%	11%
- O=C(NC(=S)N1CCN(c2ccccn2)CC1)c1ccccc1
  -14%	12%	5%	-8%	-1%	-17%	0%	11%	23%
- O=C1CCCN1CCC1CCN(C(=O)Nc2ccccc2)CC1
  -8%	31%	i	27%	-2%	13%	0%	-13%	-5%
- CCCCCN(C(=O)CCC(=O)OCC(=O)N(C)c1ccccc1)c1c(N)n(CCCC)c(=O)[nH]c1=O
  1%	12%	-9%	-22%	3%	13%	0%	-12%	1%
- CC1=C(C(=O)O)CC(S(=O)(=O)O)C1(C)C (configuration not stated)
  -16%	27%	-1%	?	-11%	6%[11.4 µM]	-1%	18%	-1%
- Cc1cc(C)c(S(=O)(=O)Nc2ccc(-c3ccc(N4CCCCCC4)nn3)cc2)c(C)c1
  -28%	1%[57 µM]	i	-16%	0%	-1%[57.1 µM]	2%	-1%	-7%
- O=C(NNC(=O)C1CC1)Nc1ccc(Cl)cc1
  -15%	30%	-2%	2%	-11%	35%	-5%	-11%	5%
- CNc1nc(N)c([N+](=O)[O-])c(Nc2ccccc2OC)n1
  -11%	12%	-4%	96%[activator]	2%	10%[57.1 µM]	-7%	-51%	-13%
- c1ccc(N2CCN(c3ccccc3)C2c2cccs2)cc1
  -19%	27%	-8%	1%	-1%	34%[activator]	-8%	14%	6%
- FC(F)Sc1nnc(-c2cccs2)n1-c1ccccc1
  -7%	41%[activator]	-1%	-5%	6%	12%	1%	-5%	6%
- CC1(C)CC(=O)C(C=NC2CC(C)(C)NC(C)(C)C2)=C(O)C1
  -4%	30%[activator]	9%[11.5 µM]	22%	3%	5%	.	1%	-1%
- Cc1ccc(S(=O)(=O)Nc2ccc(C(=O)NCCCn3ccnc3)cc2)cc1[N+](=O)[O-]
  -7%	47%[activator]	7%	193%[activator]	7%	3%	1%	5%	1%
- COc1cccc(NC(=S)N2CCN(c3ccccn3)CC2)c1
  89µM*	8%	1%	?	0%	-38%	8%	-21%	?
- Cc1nc(CC(=O)Nc2ccc(C)c(C)c2)cs1
  -21%	12%	-4%	11%	15%	3%	0%	3%	9%
- COC(=O)c1ccccc1NC(=O)[C@@H]1CCC(=O)N1C1OC(=O)c2c1ccc(OC)c2OC (some centres not stated)
  -8%	21%	-2%	16%	4%	14%	-5%	-9%	-5%
- O=C(/C=C/c1ccc2c(c1)OCO2)N1CCN(c2ccccc2F)CC1
  -18%	25%	10%	-17%	-2%	-14%	5%	-22%	4%
- CC(C)C1Oc2ccccc2N(CC(=O)NCCCN2C(C)CCCC2C)C1=O (configuration not stated)
  -3%	20%	-5%	7%	4%	9%	-2%	-4%	-1%
- CCN(c1ccccc1)S(=O)(=O)c1cc(NC(=O)CSc2n[nH]c(=O)[nH]c2=O)ccc1Cl
  -33%	2%	i	-14%	8%	17%	-2%	17%	6%
- FC(F)(F)c1cc(CCN2C(=S)NC[C@@H]2c2ccccc2)cc(C(F)(F)F)c1
  -21%	42%[activator]	-5%	?	?	18%	-6%	-17%	-10%
- CCc1cc(C(=O)N/N=C/c2c(C)[nH]c3ccccc23)cs1
  ?	-14%	0%	9%	-5%	-7%	5%	-25%	0%
- COc1ccc(-c2csc3ncnc(Nc4cc(OC)cc(OC)c4)c23)cc1
  -13%	48%	i	-19%	7%	11%[57.1 µM]	-4%	-12%	9%
- Cc1ccc(OCC(=O)NNC(=O)CCc2ccccc2)c(Br)c1
  -12%	40%[activator]	-2%	-6%	0%	5%[57.1 µM]	0%	-16%	-2%
